ER stress death = protection against thapsigargin ER stress killing – CSM14.1 cells, ATP luminescence, primary screen | CSM14.1 thapsigargin ER stress survival | relative survival (cellular ATP), % at 15 µg/mL (by protocol) | hit rate 0.33% among 48,000 | AID 1010, 2008;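 active = survival measured by cellular ATP above 50% at 15 µg/ml in the first screen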;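 note: cell death triggered by about 15 µM thapsigargin; ATP read 24 h after thapsigargin was added; plate controls were thapsigargin with DMSO for no effect and DMSO without thapsigargin for full effect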
Numbers without * were called inactive. This is a subset. The share of hits here may be higher or lower than overall.

entry	Molecule	ER stress death
1	COc1ccc(Br)cc1C(=O)Nc1ccc(NC(=O)c2ccco2)cc1	2.8
2	O=C(Nc1ccc2nc(SCCOc3ccccc3)sc2c1)c1ccccc1Cl	4.2
3	CCc1c(O)nc(SCC(=O)Nc2ccc(OC)cc2)[nH]c1=O	-7.2
4	Cc1onc(-c2ccccc2)c1C(=O)Nc1cccc(Cl)c1	10.5
5	Cc1cc(OCCCCCn2ccnc2)cc(C)c1Cl	37.0
6	O=C1C(=Cc2c(NCCO)nc3ccccn3c2=O)SC(=S)N1Cc1ccco1	1.2
7	CCOc1ccc(CNC23CN4CN(CN(C4)C2)C3)cc1	6.7
8	COc1cc2c(cc1NC(=O)CCN1C(=O)c3ccccc3C1=O)oc1ccccc12	2.8
9	CC1(C)Cc2nc3nc(NN)n(-c4ccccc4)c(=O)c3cc2CO1	2.4
10	CCCCc1c(C)nc2ccc(OC)cc2c1Cl	-2.2
11	CCn1nnnc1-c1ccc(OC)c(S(=O)(=O)Nc2ccc(C)c(C)c2)c1	0.7
12	Cc1ccc(-n2c(O)c(/C=C3\C=Nc4ccccc43)c(=O)[nH]c2=S)cc1	-1.3
13	Cc1ccc(C(=O)Nc2nc(-c3ccc(F)cc3)cs2)cc1	8.8
14	COc1ccc(NC(=O)CN(c2ccc(C)cc2)S(C)(=O)=O)cc1	1.8
15	CC(C)=C1C2CCC1C(C(=O)NCCc1ccccc1)C2C(=O)O (stereo unspecified)	-0.1
16	CCCCOc1ccc(S(=O)(=O)n2ccnc2C(C)C)cc1	10.4
17	CN1C(=O)/C(=C/c2c(Cl)cccc2Cl)SC1=S	4.0
18	CCn1c2ccccc2c2cc(C=Nc3ccccc3C(N)=O)ccc21	10.4
19	NC1=NC(=O)/C(=C/c2cccc(OS(=O)(=O)c3cccc([N+](=O)[O-])c3)c2)S1	-1.8
20	O=C(O)c1ccccc1S(=O)CCO (stereo unspecified)	-27.5
21	Cc1[nH]n(-c2ccc([N+](=O)[O-])cc2)c(=O)c1C=NCCc1c[nH]c2ccccc12	8.1
22	CCCOc1ccc(C(=O)Nc2ccccc2-c2ccccc2)cc1	-3.1
23	Cc1ccc(C(=O)NCCCn2ccnc2)cc1[N+](=O)[O-]	0.9
24	COc1cc([N+](=O)[O-])ccc1NC(=O)COc1ccc(Br)cc1	-5.0
25	CS(=O)(=O)N1CCN(C(=O)c2ccc(-c3ccccc3)cc2)CC1	7.5
26	O=C(c1ccc(C#Cc2ccccc2)cc1)N1CCN(C(=O)c2ccc(C#Cc3ccccc3)cc2)CC1	11.4
27	CC(=O)c1cccc(NC(=O)c2ccc(C(=O)Nc3cccc(C(C)=O)c3)cc2)c1	7.5
28	O=C(COc1ccc(Br)cc1)NCc1ccccn1	2.1
29	O=C1C=Cc2ccccc2/C1=N/Oc1ccc2noc3c2c1C(=O)c1ccccc1-3	-20.1
30	COc1ccc(NC(=O)C(=O)NCCN2CCN(C(=O)c3ccc(C)cc3)CC2)cc1	-0.7

Looked up by structure from the entries so far, 4 records:
entry	Molecule	ER stress death
17	CN1C(=O)/C(=C/c2c(Cl)cccc2Cl)SC1=S	4.0
8	COc1cc2c(cc1NC(=O)CCN1C(=O)c3ccccc3C1=O)oc1ccccc12	2.8
2	O=C(Nc1ccc2nc(SCCOc3ccccc3)sc2c1)c1ccccc1Cl	4.2
25	CS(=O)(=O)N1CCN(C(=O)c2ccc(-c3ccccc3)cc2)CC1	7.5

Additional structures follow:
entry	Molecule	ER stress death
31	O=C(Cn1cc(/C=C2\NC(=S)NC2=O)c2ccccc21)Nc1ccccc1	-3.4
32	Cc1cccc(NCN2C(=O)C3CCCCC3C2=O)c1 (stereo unspecified)	1.6
33	Cc1ccc(C)c(N2CC(C(=O)Nc3ccc([N+](=O)[O-])cc3)CC2=O)c1 (stereo unspecified)	0.1
34	CN1CCN(C(=O)c2cnn3c(C(F)(F)F)cc(-c4ccco4)nc23)CC1	7.3
35	S=C(Nc1ccccc1)Nc1ccc(Br)cn1	-7.1
36	O=[N+]([O-])c1cc(Cl)cc2c1[nH]c1ccc(Cl)cc12	5.2
37	CCOC(=O)c1ccccc1NC(=O)c1ccc(N(Cc2ccc(Cl)cc2)S(C)(=O)=O)cc1	5.6
38	O=C(N/N=C\c1ccc(Cl)c(Cl)c1)c1cnccn1	8.6
39	COc1ccc(/C=C2\SC(N3CCCCCC3)=NC2=O)c(OC)c1	6.2
40	C=CCC(C)(CC=C)NS(=O)(=O)c1ccc(NC(C)=O)cc1	6.4
41	N=C1S/C(=C\c2ccc(-c3ccc(F)cc3)o2)C(=O)N1c1ccc2c(c1)OCO2	-20.4
42	O=C(Nc1ccc(-c2nc3ccccc3s2)cc1)c1cc(Br)ccc1Cl	8.5
43	CCN(CC)CCCCOc1cccc(OC)c1	-3.3
44	CC12CC3CC(O)(C1)CC(C(=O)O)(C3)C2 (stereo unspecified)	8.7
45	COC(=O)CCC(C(=O)NC(=O)NC(c1ccccc1)c1ccccc1)N1C(=O)c2ccccc2C1=O (stereo unspecified)	4.8
46	CCc1ccc(N2C(=O)NC(=O)/C(=C\c3cc(C)n(-c4cccnc4)c3C)C2=O)cc1	0.7
47	N#CSC(CS(=O)(=O)c1ccccc1)c1ccccc1 (stereo unspecified)	8.2
48	Cc1nc2ccc(Br)cn2c1C(=O)NN=C1CCCCCC1	11.6
49	CCCCOC(=O)c1cccc(NC(=O)c2ccc(OC)cc2)c1	2.0
50	COc1cc(OC)cc(C(=O)Nc2ccc(N3CCOCC3)cc2)c1	6.1
51	CCOC(=O)c1c(-c2ccccc2)oc2cc(Br)c(OS(C)(=O)=O)cc12	-2.0
52	CC(N=Cc1ccccc1O)C12CC3CC(CC(O)(C3)C1)C2 (stereo unspecified)	-0.1
53	Cc1ccc([N+](=O)[O-])cc1-c1ccc(/C=C(\C#N)C(=O)NCc2ccco2)o1	0.0
54	O=C(Cc1ccccc1)Nc1ccc(Br)cn1	1.5
55	Cc1ccccc1P(=O)(CO)c1ccccc1C	-3.4
56	Cc1ccc(C(=O)Nc2sc(C)c(C)c2C(=O)OC(C)C)o1	5.1
57	COc1ccc(C(=O)/C=C(\C)c2ccc(OC)cc2)cc1	0.2
58	CC(=O)N(C)C1=C(Cl)C(=O)c2ccccc2C1=O	-12.1
59	O=C(Cc1ccc([N+](=O)[O-])cc1)Nc1c(Cl)cccc1Cl	9.0
60	OC(c1ccc2c(c1)OCO2)c1nc2ccccc2n1Cc1ccccc1 (stereo unspecified)	-2.3
61	Cn1cccc1-c1cc(C(=O)N/N=C/c2cccc(O)c2)[nH]n1	-4.4
62	CCOC(=O)c1c(NC(=O)CN2CCN(C)CC2)sc2c1CCC(C)C2 (stereo unspecified)	-5.3
63	Cc1cccc(C)c1NC(=O)/C=C/c1ccc2c(c1)OCO2	1.3
64	Cc1ccccc1C(=O)NNC(=O)c1ccc(Cl)cc1	-4.8
65	Cn1cnc2cc(NC(=O)c3ccccc3)ccc21	-10.5
66	COC(=O)c1cc(Cl)c(NC(=O)c2ccccc2CCc2ccccc2)cc1OC	-1.8
67	O=C(Nc1ccc(S(=O)(=O)Nc2nccs2)cc1)c1cccc(F)c1	7.2
68	COc1cccc(/C=C/C2=NN(c3ccc(F)cc3)C(c3cccc(OC)c3OC)C2)c1OC (stereo unspecified)	-4.8
69	COc1ccc(C2Nc3ccccc3C(=O)N2Cc2ccco2)cc1COc1ccc(F)cc1 (stereo unspecified)	-0.9
70	O=C(Nc1ccc(OC(F)(F)C(F)F)cc1)c1ccc(Cl)c([N+](=O)[O-])c1	0.9
71	COc1ccc(NC(=O)C2c3ccccc3Oc3ccccc32)cc1	6.7
72	Cc1ccc(OCC(=O)Nc2ccc(F)cc2)c(Br)c1	-20.0
73	COn1c(=O)c(-c2ccccc2)[n+]([O-])c2ccccc21	5.2
74	COc1ccc2c(c1)CCC/C2=N\NC(=O)CN(c1ccccc1)S(=O)(=O)c1ccccc1	11.5
75	NNC(=O)c1ccccc1-n1cccc1	7.9
76	CCc1ccc(CN2CCN(C(=O)c3cccc(OC)c3)CC2)cc1	-2.7
77	COC(=O)c1cc(Cl)c(NC(=O)C(c2ccccc2)c2ccccc2)cc1OC	8.7
78	O=C(CSc1nnc(-c2ccco2)n1-c1ccccc1)c1ccc2c(c1)Cc1ccccc1-2	10.4
79	Cc1ccc(-c2ccccc2)n1-c1cccnc1	4.7
80	CCCOc1ccc(C(=O)Nc2ncc(Cc3cccc(C(F)(F)F)c3)s2)cc1	-4.7
81	CC1CN(c2ccc([N+](=O)[O-])cc2)CCN1S(=O)(=O)c1ccccc1 (stereo unspecified)	-2.4
82	C\C(=N/N=C/C=C/c1ccco1)C1C(=O)c2ccccc2C1=O	-8.1
83	CN(C)c1ccc(/C=C/C=N/NC(=O)c2ccccc2O)cc1	-2.5
84	NC(=O)CCSc1ccc(Cl)cc1	9.6
85	COc1ccc(C(=O)Nc2ccc(/C=C/C(=O)c3ccccc3)cc2)cc1	1.0
86	CCOc1ccc(C2=C/C(=C/c3ccc(OC)cc3)C(=O)O2)cc1	11.2
87	O=c1c2c3c(sc2n2c(=S)[nH]nc2n1-c1ccccc1)CCCCC3	1.6
88	Cc1ccc(N2C(=O)/C(=C/c3ccc(OCC(=O)O)c(Br)c3)C(=O)NC2=S)cc1	5.0
89	CC(C)(O)C#Cc1ccc(C(=O)NCc2ccccc2)cc1	6.1
90	O=C1Nc2ccc(S(=O)(=O)Nc3ccc(O)c(-c4c(O)ccc5ccccc45)c3)c3cccc1c23	0.5

Following part.
entry	Molecule	ER stress death
91	O=C(Nc1cccc(C(F)(F)F)c1)c1nn2c(c1Br)NC(c1cccs1)CC2C(F)(F)F (stereo unspecified)	-3.8
92	COc1ccc2ccccc2c1C=Nc1ccccc1	6.9
93	Brc1ccc2nc(N/N=C/c3ccccc3)nc(-c3ccccc3)c2c1	3.9
94	CCOc1ccccc1NC(=O)c1ccccc1[N+](=O)[O-]	8.9
95	O=C(/C=C/c1ccc(-c2ccc(Cl)cc2Cl)o1)Nc1ccc(N2CCOCC2)cc1	5.3
96	O=C(Nc1ccccc1O)c1ccc2c(c1)OCCO2	-3.7
97	CC(C)(C)c1cnnn1-c1ccc(C=O)cc1	-2.8
98	CCc1cc(=O)oc2cc(OCC(=O)OC(C)C)ccc12	16.9
99	Cc1cccc(N2C(=O)C(=O)/C(=C(\O)c3ccccc3)C2c2ccccc2[N+](=O)[O-])c1 (stereo unspecified)	6.6
100	Oc1ccc(C=NN2CCN(Cc3ccccc3)CC2)cc1	9.0
101	CCOC(=O)C1=C(C)N=c2s/c(=C\c3ccc(O)c(OC)c3)c(=O)n2C1c1ccc(N(C)C)cc1 (stereo unspecified)	12.9
102	CC(C)Cn1cc(Cl)c(=O)n(CC(C)C)c1=O	-0.5
103	CCC(CC)C(=O)Nc1ccc(C)c([N+](=O)[O-])c1	8.3
104	CCN(CC)c1ccc(NC(=O)C(c2ccccc2)c2ccccc2)cc1	4.3
105	CSc1nnc2c(n1)OC(c1ccc(-c3ccc([N+](=O)[O-])cc3)o1)Nc1ccccc1-2 (stereo unspecified)	-18.7
106	CC(=O)Oc1ccc(-c2cccc(C(=O)N3CCCCC3)c2)cc1	1.9
107	c1ccc(-c2nc(N3CCOCC3)nc3ccccc23)cc1	12.3
108	CC1=C(C(=O)OCCc2ccccc2)C(c2cccc(Cl)c2Cl)CC(=O)N1 (stereo unspecified)	-4.8
109	Cc1ccnc(NC(=O)/C=C/c2ccc3c(c2)OCO3)c1	-10.4
110	CCCCP(=O)(CCCC)CCP(=O)(c1ccccc1)c1ccccc1	0.3
111	COc1ccc(/C=C/C(=O)Nc2nc(-c3ccccc3)cs2)cc1	9.0
112	COC(=O)C1C(O)=C(C=Nc2ccccc2C)C(=O)CC1(C)C (stereo unspecified)	4.7
113	COc1ccc(NC(=O)CN(c2ccc(Cl)cc2)S(=O)(=O)c2ccccc2)cc1	-1.3
114	COC(=O)c1c(NC(=O)/C=C/c2ccco2)sc2c1CCCC2	5.5
115	Cc1cc(/C=C2/NC(=S)NC2=O)c(-c2ccccc2)n1-c1ccccc1	-2.7
116	COc1ccc(C(=O)Nc2ccc(Cl)cc2C)cc1	23.4
117	Cc1cccc(N/C=C/C(=O)c2ccc(Br)cc2)n1	1.4
118	O=C(NCc1ccco1)c1nn2c(C(F)(F)F)cc(-c3ccccc3)nc2c1Cl	20.6
119	CC(=O)CC(=O)Nc1ccc(Cl)cc1Cl	3.6
120	COC(=O)CN(c1ccccc1)S(=O)(=O)c1ccccc1[N+](=O)[O-]	1.9
121	NS(=O)(=O)c1cccc(NC(=O)c2cccnc2)c1	-2.1
122	COc1ccc(/C=C2\SC(=S)N(CCC(N)=O)C2=O)cc1	-10.3
123	CC(=O)c1ccc(NC(=O)CCCC(=O)OCC(F)(F)C(F)F)cc1	7.0
124	CN1CCc2c(sc3c2C(=O)NC(c2ccc(Cl)s2)N3)C1 (stereo unspecified)	-0.9
125	CC1CCN(CCOCCOc2ccccc2F)CC1	-3.7
126	COc1cccc(C2NC(=S)NC(C)=C2C(=O)Nc2ccccc2)c1 (stereo unspecified)	-1.0
127	CC(Oc1ccccc1)C(=O)NCCN1CCOCC1 (stereo unspecified)	4.5
128	Clc1cccc(Cl)c1OCCN1CCOCC1	1.4
129	O=C(CN1C(=O)c2ccccc2C1=O)Nc1ccc(Cl)cn1	-4.7
130	Cc1ccc(C(=O)CC(O)(c2ccccc2)C(F)(F)F)cc1 (stereo unspecified)	2.6
131	O=C(O)c1ccc(N2C(=O)CC(Cc3ccc(Cl)cc3)C2=O)cc1 (stereo unspecified)	3.1
132	COc1ccc(C(=O)/C=C/NCC(=O)c2ccccc2)cc1	-6.7
133	COC(=O)c1c(NC(=O)CC2SCC(C(=O)OC)NC2=O)sc2c1CCCC2 (stereo unspecified)	1.5
134	COC(=O)c1ccc(COc2ccc3c(-c4ccccc4)cc(=O)oc3c2)cc1	1.6
